KinaseGlo FLuc = blocks Kinase-Glo luciferase, a counter-screen artifact; Q27757; Kinase-Glo luciferase, ATP luminescence, 8 min; Potency, µM (highest dose often 38.3 µM), without a hit: at the highest dose activity change, negative = inhibition, actives largely listed as inhibitors; hit rate 0.28% among 200,000; AID 1379; further: on the % scale 0 is the no-effect control and ±100 the full control effect; nearly all actives have a fitted effect of over 60% in size
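Compounds were added to a substrate mix at pH 7.2 (50 mM imidazole, 10 uM ATP, within the enzyme's linear range), followed by Kinase-Glo detection reagent; luminescence was measured after 8 minutes at ambient temperature.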
NPSR antag = blocks cAMP signaling of the human neuropeptide S receptor; CHO-NPSR cells, cAMP TR-FRET, antagonist mode; hit rate 1% among 220,000; AID 1461; Q6W5P4; Potency, µM (highest dose often 38.3 µM), without a hit: at the highest dose activity change, negative = inhibition, usual class: inhibitors; further: on the % scale 0 is the no-effect control and ±100 the full control effect; nearly all actives have a fitted effect of over 50% in size; many of its hits are not listed in these tables
Target sequence (Q6W5P4 whole entry, looked up): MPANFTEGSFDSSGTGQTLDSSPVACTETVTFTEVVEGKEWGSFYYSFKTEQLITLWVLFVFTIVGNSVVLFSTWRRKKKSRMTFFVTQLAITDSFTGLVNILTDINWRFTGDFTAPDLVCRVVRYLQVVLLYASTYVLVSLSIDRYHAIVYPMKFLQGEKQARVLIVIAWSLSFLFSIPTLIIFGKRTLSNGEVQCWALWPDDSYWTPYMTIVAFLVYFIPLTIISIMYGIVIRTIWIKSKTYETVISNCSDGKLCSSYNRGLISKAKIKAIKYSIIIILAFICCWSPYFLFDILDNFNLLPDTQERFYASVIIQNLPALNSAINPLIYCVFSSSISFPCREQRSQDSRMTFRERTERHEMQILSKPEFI
GoLoco inh red = blocks human Gai1 binding to RGS12 GoLoco peptide, red readout | Gai1:RGS12 GoLoco peptide FP, rhodamine, 10 min | Potency, µM (highest dose often 61.6 µM), for the others: top-dose activity, negative = inhibition, actives largely listed as inhibitors | hit rate 0.44% among 230,000; active means well fitted inhibition curve with a large enough effect, not every such curve was filed as active; inactive means no such curve, though single readings can be large or run the other way; further: on the % scale 0 is the no-effect control and ±100 the full control effect; nearly all actives have a fitted effect of over 30% in size; many of its hits are not listed in these tables
Target sequence (P63096 whole entry, looked up): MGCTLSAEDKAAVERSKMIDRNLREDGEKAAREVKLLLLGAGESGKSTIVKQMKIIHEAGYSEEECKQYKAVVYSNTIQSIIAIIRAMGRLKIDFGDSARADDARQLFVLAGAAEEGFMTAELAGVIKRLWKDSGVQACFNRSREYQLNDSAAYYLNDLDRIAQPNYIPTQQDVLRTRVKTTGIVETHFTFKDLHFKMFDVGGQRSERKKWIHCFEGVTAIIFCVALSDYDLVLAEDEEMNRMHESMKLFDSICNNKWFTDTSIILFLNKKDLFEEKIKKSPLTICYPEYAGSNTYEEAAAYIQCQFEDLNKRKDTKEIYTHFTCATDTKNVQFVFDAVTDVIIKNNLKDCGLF
IMPase Li cell = IMPase inhibition in cells with lithium potentiation. AID 1457. hit rate 0.35% among 210,000. CHO-M1 cells, IP1 TR-FRET (IP-One), carbachol + lithium. Potency, µM (titrated, usually from 59.4 µM), inactives show at the highest dose activity, negative = IMPase inhibition, most hits filed as inhibitors;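 further: IP1 builds up when IMPase is blocked and the TR-FRET signal falls; plate controls were basal vehicle for no effect and high inhibitor control for full effect; nearly all actives have a fitted effect of over 50% in size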
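Readout is a homogeneous TR-FRET IP1 immunoassay (Ex 320, Em 665 and 620), where raised cytosolic IP1 lowers signal. Cells were CHO-M1 treated 30 min at 37C with test compounds plus a little lithium; AC50 values came from Hill-equation fitting.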
KDM4E inh = JMJD2E (human) inhibition. B2RXH2. JMJD2E catalytic domain, FDH-coupled NADH fluorescence (FDH is formaldehyde dehydrogenase). Potency, µM (highest dose often 57.1 µM), for the others: top-dose activity change, negative = inhibition, usual class: inhibitors. hit rate 1.6% among 230,000. AID 2147; active means well fitted inhibition curve with a large enough effect, not every such curve was filed as active; inconclusive means small, poorly fitted or top-dose-only effect, or another doubt; inactive means no such curve, though single readings can be large or run the other way;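 further: 0% = wells with enzyme and -100% = buffer wells without enzyme; nearly all actives have a fitted effect of over 50% in size; many of its hits are not listed in these tables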
Target sequence (B2RXH2 1-337 limits assumed): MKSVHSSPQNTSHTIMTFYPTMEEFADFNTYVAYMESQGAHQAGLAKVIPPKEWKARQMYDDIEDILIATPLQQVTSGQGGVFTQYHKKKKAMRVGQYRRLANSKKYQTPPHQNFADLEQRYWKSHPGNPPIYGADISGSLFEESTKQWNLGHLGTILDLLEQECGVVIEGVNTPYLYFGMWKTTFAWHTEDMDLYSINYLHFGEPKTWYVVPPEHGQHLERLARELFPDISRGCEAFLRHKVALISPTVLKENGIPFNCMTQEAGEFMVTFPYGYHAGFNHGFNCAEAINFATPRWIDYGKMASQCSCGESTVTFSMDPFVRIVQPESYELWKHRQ
RECQ1 inh = inhibitors of human RECQ1 DNA helicase. P46063. Potency, µM (top dose mostly 57.3 µM), for inactives: at the top dose activity, negative = inhibition, hits mostly inhibitors. RECQ1 DNA unwinding, red fluorescence kinetic read. hit rate 0.54% among 240,000;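 further: plate controls were vehicle for no effect and no enzyme for full effect; nearly all actives have a fitted effect of over 30% in size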
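RECQ1T1 50 nM; forked duplex (20 bp + 30-nt ss tails) 200 nM, ATP 2 mM final; pH 8.0, 2 mM MgCl2, 2.5 ug/ml poly(dI-dC); 15 min compound preincubation; discontinuous kinetic read over 2 h at RT.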
Epigenetic reg = regulators of epigenetic silencing causing reporter derepression in mouse cells; hit rate 0.2% among 280,000; murine LDR cells, GFP reporter derepression, 30 h; Potency, µM (top dose mostly 53.9 µM), for inactives: at the highest dose GFP activation, hits mostly activators; further: % of control where 0% means no effect; nearly all actives have a fitted effect of over 60% in size
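Reporter derepression read as number of fluorescent GFP-positive objects, 20-120 um in size, counted by laser-scanning cytometer. Mouse LDR line with an epigenetically silenced CMV-GFP locus; compound incubation 30 h, 37 C.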
SMN2 splice enh = increases expression of the SMN2 splice variant; hit rate 2.8% among 210,000; HEK293 SMN2-luciferase splicing reporter, luminescence, 30-36 h; Potency, µM (top dose mostly 46.1 µM), without a hit: top-dose activity change, positive = activation, actives largely listed as activators; further: % of control where 0% means no effect; nearly all actives have a fitted effect of over 55% in size
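HEK293 cells carry an SMN2 […]–luciferase reporter in which exon 7 inclusion puts luciferase in frame. Cells were plated 10-12 h before compound addition, then incubated 30-36 h at 37C. ONE-Glo luminescence was read; sodium butyrate at 4.5 mM final served as control.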
Active calls of the source: *; i = inactive; ? = inconclusive; . = no result given; [ ] = another dose, or the depositor's remark. Unless noted, the call rests on the fitted dose curve; in most records, active means well fitted curve in the direction sought with a large enough effect; inconclusive means small, poorly fitted or top-dose-only effect, or another doubt; inactive means no such curve, though single readings can be large; an effect the other way counts as inactive or inconclusive. Potency means the concentration at half of the fitted maximal effect. This is a subset; rates above refer to the full screens.

SMILES	KinaseGlo FLuc	NPSR antag	GoLoco inh red	IMPase Li cell	KDM4E inh	RECQ1 inh	Epigenetic reg	SMN2 splice enh
CN1CCN(C(=S)c2cn(Cc3ccc(F)cc3)c3ccccc23)CC1	-1.1%	-58.7%	26.9%	-1.4%	-4.2%	-12.3%	2.4%	20.9%
COc1cc2c(cc1OC)-c1nnc(C)n1C(C)(C)C2	-6.6%	-4.0%[46.1 µM]	7.6%	-3.4%[38.3 µM]	?	-11.5%	-1.3%	-8.4%
CCOc1cc2c(cc1OCC)C(c1ccccc1)N(c1ccc(C(=O)O)cc1)C(=O)C2 (stereo unspecified)	.	-12.6%	15.8%	.	10.2%	-13.5%	-3.6%	.
CCOc1ccc(C2C3=C(Nc4nc(N)[nH]c(=O)c42)c2ccccc2C3=O)cc1 (stereo unspecified)	-0.8%	0.2%	8.7%	3.9%	-24.0%	-13.2%	-2.0%	11.1%
Cc1cc(-c2ccc(Cl)cc2)n2ncnc2n1	.	-4.6%[7.67 µM]	-2.8%	.	?	-7.5%	1.1%	.
CCOc1ccc(-n2c(=O)[nH]c3sc4c(c3c2=O)CCCC4)cc1	9.7%	-23.0%	5.9%	-5.8%	4.8%	-5.0%	-1.2%	-50.4%[inhibitor]
COc1ccccc1OCC(=O)NCCC1=CCCCC1	-0.4%	9.2%	3.0%	2.8%	10.4%	-6.3%	-1.0%	11.6%
Brc1ccccc1-c1nc(-c2ccccc2)no1	-25.2%	-8.2%[46.1 µM]	0.1%	17.1%[38.3 µM]	8.1%	-3.3%	0.0%	3.98µM*
COc1ccc(CN2C(=O)NC3(CCCC3)C2=O)cc1F	4.4%	8.6%	24.4%	-2.1%	-5.1%	i	-2.6%	-3.4%
O=C1CC(N2CCOCC2)C(=O)N1CCc1ccccc1 (stereo unspecified)	-2.8%	5.1%[46.1 µM]	7.6%	4.1%[38.3 µM]	1.2%	-6.3%	-0.7%	-14.3%
CC(C)(Oc1ccc(Cl)cc1)C(=O)Nc1cccnc1	0.4%	-9.7%[46.1 µM]	2.2%	-2.9%[38.3 µM]	0.4%	i	1.4%	-4.0%
Cc1cccc(OCc2nc(C#N)c(N3CC(C)CC(C)C3)o2)c1 (stereo unspecified)	0.2%	-21.7%[46.1 µM]	2.8%	18.8%[38.3 µM]	-11.4%	i	-1.2%	-15.2%
COc1ccc(/C=C2/CCc3ccccc3C2=O)cc1OC	1.2%	3.4%	0.1%	6.2%	-13.9%	-5.9%	-3.2%	-51.6%[inhibitor]
Cc1cc(NC(=O)c2ccccc2F)ncc1NC(=O)c1cccs1	-26.8%	-5.0%	19.2%	9.8%	?	0.8%	-2.9%	?
COCCCNCCOCCOc1c(OC)cccc1OC	-6.1%	-3.2%[46.1 µM]	7.6%	-16.4%[38.3 µM]	10.1%	i	-1.1%	-7.4%
CN(C)NC(=S)Nc1ccc(S(=O)(=O)N2CCCCC2)cc1	.	-18.9%	4.1%	.	-3.6%	i	4.3%	.
CCCc1nn(C)c(C(N)=O)c1[N+](=O)[O-]	1.8%	20.3%	0.9%	-5.6%	4.4%	i	0.3%	11.2%
CCOc1cc(/C=N/Nc2nc(Nc3ccccc3)nc(N3CCCCC3)n2)ccc1OCC(=O)O	1.6%	-11.8%	2.2%	-2.3%	-12.1%	9.7%	-4.5%	-2.5%
O=C(NCC1CCCO1)c1ccccc1-c1nc(-c2ccccc2Cl)no1 (stereo unspecified)	.	-8.6%[7.67 µM]	5.1%	.	-3.9%	-9.4%	1.1%	.
Cc1cc(N2CCOCC2)c2c(N)c(C)cc(C)c2n1	7.2%	?	-4.5%	-4.7%[38.3 µM]	-22.0%	-8.0%	-1.5%	18.7%
Cc1nc(CNS(=O)(=O)c2cccc(F)c2)cs1	-2.7%	-17.1%[46.1 µM]	-6.3%	1.5%[38.3 µM]	-1.6%	-5.1%	1.2%	-8.6%
COc1cc(C2c3c(oc4ccccc4c3=O)C(=O)N2Cc2cccnc2)cc(OC)c1OC (stereo unspecified)	0.2%	-0.5%[46.1 µM]	-1.5%	-7.4%	7.4%	-8.9%	0.0%	19.3%
O=C(NCCOc1ccccc1)c1cc(C(=O)NCCOc2ccccc2)cc([N+](=O)[O-])c1	5.0%	-20.0%	-0.8%	4.0%	8.3%	-3.2%	1.1%	-8.2%
Cc1ccc(C)c(OCC(=O)Nc2ccc(S(=O)(=O)Nc3ccccn3)cc2)c1	3.2%	7.1%	4.5%	16.6%	?	-5.0%	-0.9%	9.8%
Cc1cccc(N2CC(C(=O)OCc3ccc([N+](=O)[O-])cc3)CC2=O)c1 (stereo unspecified)	-1.7%	18.6%	8.1%	8.1%	-1.9%	i	1.1%	9.8%
COc1ccccc1OCC(=O)Nc1cc(Cl)ccc1Oc1ccccc1	.	-26.7%[46.1 µM]	.	.	5.4%	-15.6%	0.1%	.
CCOC(=O)C1CCCN(CC(=O)/C=C2/N(C)c3ccccc3C2(C)C)C1 (stereo unspecified)	-1.9%	-6.3%[46.1 µM]	3.5%	-11.7%[38.3 µM]	?	-7.0%	-0.4%	-3.4%
CCOC(=O)c1ccc(NC(=O)N2CCN(CCc3ccccc3)CC2)cc1	0.8%	-13.1%[46.1 µM]	6.5%	22.0%[38.3 µM]	-7.8%	-11.6%	-14.3%	7.7%
O=C(CCCO)NNc1c2ccccc2nc2ccccc12	.	-31.5%	8.4%	.	?	-4.9%	-1.2%	.
CC(C)CCOC(=O)/C(=C/c1ccco1)NC(=O)/C=C/c1ccccc1	-1.0%	?	-8.3%	0.1%[38.3 µM]	0.9%	-10.0%	1.1%	-17.6%
COC(=O)c1c(O)c2c([nH]c1=O)CCCC2	-3.0%	2.6%[46.1 µM]	3.0%	10.9%[38.3 µM]	3.6%	-7.6%	-0.2%	-11.1%
Cc1ccc(N=C2NC(=O)C(CC(=O)O)S2)cc1 (stereo unspecified)	.	-3.8%[46.1 µM]	.	.	-3.8%	-3.8%	-1.0%	.
COc1ccc(C(=O)OC(C)C(=O)Nc2cc(C(F)(F)F)ccc2Cl)c(OC)c1OC (stereo unspecified)	1.2%	-8.1%	4.0%	13.1%	?	-9.4%	0.0%	-29.1%
C=C1C[C@]23C[C@@]1(O)CC[C@H]2[C@@]12C=C[C@H](O)C(C)(C(=O)O1)[C@H]2[C@@H]3CC(=O)O	1.7%	.	5.5%	13.0%	4.0%	-2.6%	-0.3%	3.1%
c1ccc(Nc2ncnc3c2oc2ccccc23)cc1	0.7%	-19.3%[46.1 µM]	6.5%	-17.9%[38.3 µM]	?	-5.7%	-0.8%	-0.3%
O=C(NCc1ccccc1)C12CN(Cc3ccccc3)CC1C(c1ccc([N+](=O)[O-])cc1)=NO2 (stereo unspecified)	0.8%	-15.6%[46.1 µM]	-11.9%	1.6%[38.3 µM]	-0.4%	-8.3%	-1.1%	-34.0%[inhibitor]
Cc1cc(C(=O)Nc2ccccc2N2CCOCC2)ccc1[N+](=O)[O-]	2.7%	9.9%	-3.5%	13.4%	-5.7%	-2.5%	-1.0%	10.5%
COc1ccc(S(=O)(=O)NNC(=O)c2ccccc2-n2cccc2)cc1	0.2%	3.7%	5.0%	-8.6%	-5.5%	-0.3%	0.7%	.
CCc1ccc(S(=O)(=O)ON2C(=O)c3ccccc3C2=O)cc1	0.8%	-32.0%	-14.4%	8.1%	?	-4.2%	-1.2%	-6.3%
Cc1nn(C)c(C)c1CN(Cc1nc(-c2cc(F)ccc2F)oc1C)C1CC1	-0.9%	45.5%	11.8%	7.4%	-1.3%	-3.9%	0.0%	.
CCC(CC)NC(=O)CC(c1ccccc1)c1ccccc1	-1.4%	-32.4%	4.9%	16.1%	5.0%	i	-1.8%	-3.2%
CS(=O)(=O)N1CCC2(CC1)CN(c1ccc(-c3ccccc3)cc1)C2	-1.8%	.	-6.5%	5.4%	.	-10.7%	.	-65.5%[inhibitor]
CCN=c1scc(C)n1/N=C/c1ccsc1	-1.8%	-6.0%[46.1 µM]	8.0%	0.0%[38.3 µM]	6.2%	-2.9%	-1.2%	?
CCC(=O)N(Cc1c(C)nn(-c2ccccc2)c1Cl)c1ccc(Cl)cc1	0.8%	-43.5%	-15.4%	11.5%	-4.8%	-12.4%	-3.2%	-20.2%
COc1cccc(-c2ccc3ncnc(NCc4ccccc4OC)c3c2)c1	-2.3%	.	4.2%	5.1%	-5.3%	i	-1.7%	-63.1%[inhibitor]
CCn1c(=O)cc(SCC(=O)N2CCN(C3CCCCC3)CC2)c2ccccc21	3.9%	-20.1%[46.1 µM]	4.1%	-3.1%	-0.6%	0.8%	0.0%	10µM*
N#Cc1ccc(-c2cccnc2)nc1SCC(=O)c1ccccc1	.	?	2.9%	.	2.1%	-11.6%	?	.
CCOc1ccc(-c2c(C(=O)N/N=C/c3ccc(OC(C)C)cc3)nnn2-c2nonc2N)cc1	0.2%	-26.0%[46.1 µM]	-4.7%	-1.0%	-6.4%	-0.7%	-1.0%	-9.3%
CNC(=S)N(CCc1c(C)[nH]c2ccc(C)cc12)Cc1ccco1	-0.7%	-11.0%	9.5%	13.9%	3.9%	-3.7%	-1.0%	11.6%
NC(=O)CSCc1ccc(Br)cc1	5.3%	-0.6%[46.1 µM]	-0.2%	-10.7%[38.3 µM]	2.2%	-5.8%	1.2%	7.6%
N/C(=N\c1nc2c(c(=O)[nH]1)CCC2)Nc1cccc2ccccc12	-1.9%	-1.8%[46.1 µM]	4.2%	17.0%[38.3 µM]	9.2%	0.4%	1.1%	1.9%
O=C(CSc1nnnn1-c1ccc2c(c1)CCC2)Nc1ccc2c(c1)OCCO2	-4.9%	-9.8%[46.1 µM]	-2.0%	14.3%[38.3 µM]	0.3%	-10.5%	0.0%	-2.8%
Cc1sc2c(c1C)C(O)=C(C(=O)Nc1ccccc1)S(=O)(=O)N2C	.	32.3%[7.67 µM]	6.6%	.	-26.3%	?	-0.3%	.
CCNC(=O)CSc1nc2cc(OC)c(OC)cc2c(=O)n1CCC1=CCCCC1	-1.0%	-0.3%[46.1 µM]	88.6%[activator]	3.3%[38.3 µM]	-12.5%	i	0.0%	-17.2%

Bioassay records deposited in PubChem by National Center for Advancing Translational Sciences (NCATS).
